FBPA Giardia inh: inhibitors of Giardia lamblia fructose-1,6-bisphosphate aldolase. purified Giardia FBPA. 0.71% of 290,000 active. A8B2U2. Potency, µM (titrated, usually from 59.6 µM), for the others: at the highest dose activity, negative = inhibition, usual class: inhibitors; also: potency is read from the fitted curve at half-maximal effect; % is scaled to controls: 0 for no effect and ±100 for the full control effect; nearly all actives have a fitted effect of over 55% in size
Target sequence (A8B2U2 whole entry, looked up): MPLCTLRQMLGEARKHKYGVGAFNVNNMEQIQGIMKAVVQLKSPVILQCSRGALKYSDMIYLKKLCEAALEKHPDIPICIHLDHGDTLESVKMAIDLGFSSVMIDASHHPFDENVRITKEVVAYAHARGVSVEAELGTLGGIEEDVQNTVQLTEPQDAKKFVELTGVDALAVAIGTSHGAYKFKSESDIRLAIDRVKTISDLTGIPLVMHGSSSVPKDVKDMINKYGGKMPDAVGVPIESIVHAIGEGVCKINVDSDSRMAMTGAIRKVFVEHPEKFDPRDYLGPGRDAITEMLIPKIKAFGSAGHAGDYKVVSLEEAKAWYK
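40 nM FBPA preincubated 10 min at RT with compound (up to 57.5 uM final), then substrate plus GAPDH/TPI/NAD/arsenate coupling and diaphorase/resazurin added. Fluorescence read after 20 min at RT, 525/598 nm.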
Pf growth 96h: inhibits malaria parasite growth, 96 h; 6.9% of 320,000 active; Potency, µM (top dose mostly 28.7 µM), for inactives: at the top dose activity change, negative = inhibition, hits mostly inhibitors; AID 504834; P. falciparum luciferase reporter growth, 96 h; also: potency is read from the fitted curve at half-maximal effect; % is scaled to controls: 0 for no effect and ±100 for the full control effect
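Two parasite generations (96 h, 37 C, 5% CO2) of compound exposure in infected erythrocytes (0.05% parasitemia, 2% hematocrit). Luciferase-reporter P. falciparum; decreased luminescence indicates inhibited growth, aimed at apicoplast-acting delayed death.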
Shiga inhibitor: blocks Shiga toxin action in Vero cells; Vero cells, Shiga toxin protein synthesis inhibition reporter; inhibition, % at 38.7 µM; 9.2% of 290,000 active; in the data active = inhibition mostly above about 28%, no sharp cut-off; inactive = mostly below about 43%; also: 0% is about no effect
Sm TGR block: S. mansoni TGR enzyme inhibition | Q962Y6 | purified TGR, DTNB reduction, TNB absorbance 405 nm | 3% of 360,000 active | Potency, µM (highest dose often 114 µM), for the others: at the highest dose activity change, negative = inhibition, hits mostly inhibitors; also: potency is read from the fitted curve at half-maximal effect; % is scaled to controls: 0 for no effect and ±100 for the full control effect; nearly all actives have a fitted effect of over 60% in size
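First, TGR (20 nM dispensed) and NADPH were mixed with compound. Second, a 15 min room-temperature incubation followed. Third, further NADPH and then DTNB were added to start the reaction. Finally, TNB absorbance was monitored kinetically.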
Pf growth 48h: P. falciparum growth inhibition at 48 hours (one generation) | AID 504832 | Potency, µM (highest dose often 28.7 µM), for inactives: at the highest dose activity change, negative = inhibition, hits mostly inhibitors | P. falciparum luciferase growth in erythrocytes, 48 h | 5.9% of 310,000 active; also: potency is read from the fitted curve at half-maximal effect; % is scaled to controls: 0 for no effect and ±100 for the full control effect
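Growth was read as firefly luciferase luminescence after a 48 h, 37 C, 5% CO2 exposure of compounds to reporter-bearing P. falciparum cultures (0.1% parasitemia, 2% hematocrit final) in Albumax-supplemented RPMI 1640.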
CHX counter: counter-screen hit for Shiga toxin inhibitors, cycloheximide | cell reporter, cycloheximide protein synthesis inhibition counterscreen | max response, % | AID 2314 | 12% of 300,000 active; in the data active = max response mostly above about 13%, no sharp cut-off; inactive = mostly below about 14%; also: read at 38.3 µM for the half of the compounds with a filed dose; 0% is about no effect
An asterisk follows results filed as active; u = inconclusive; x = not tested or not shown; [ ] = another dose, or the depositor's remark. Unless noted, calls follow the shape of the dose curve; as a rule, active = well fitted curve in the direction sought with a large enough effect; inconclusive = small, poorly fitted or top-dose-only effect, or another doubt; inactive = no such curve, though single readings can be large; an effect the other way counts as inactive or inconclusive.

SMILES	FBPA Giardia inh	Pf growth 96h	Shiga inhibitor	Sm TGR block	Pf growth 48h	CHX counter
N#CCCn1cc(/C=N/N=C2\NC(=O)C(CC(=O)O)S2)c(-c2ccc(F)cc2)n1 (stereo not drawn)	-5%	-13%	-7	2%	3%	-1
O=C1OC(Nc2ccc(Br)cc2F)c2ccccc21 (stereo not drawn)	1%	u	-2	-5%	8%	6
CN1CCN(c2ccc(NC(=O)CSc3nnnn3-c3ccccc3F)cc2)CC1	20%	25%	2	-21%	5%	6
O=C(OC1CCOC1=O)c1cccc(S(=O)(=O)Nc2ccc(F)cc2)c1 (stereo not drawn)	-4%	-32%	11	-6%	-7%	-2
CCOC(=O)c1cc(C(=O)Nc2ccc(S(=O)(=O)Nc3ccc(OC)cc3)cc2)nn1C	-12%	12µM*	5	4%	u	3
CC(Oc1ccccc1Cl)C(=O)N1CCCN(C)CC1 (stereo not drawn)	3%	u	14	0%	-25%	-3
Cc1ccc(S(=O)(=O)N2CCCCC2)cc1NC(=O)CNC(C)c1ccc(Cl)c(Cl)c1 (stereo not drawn)	x	u	x	-3%	u	x
Cc1ccc(S(=O)(=O)NC(=O)Nn2c(C)nnc2C)cc1	-6%	9%	-2	-13%	9%	-4
NS(=O)(=O)c1ccc2nc(NC(=O)C3=COCCO3)sc2c1	-5%	7%	32*	-21%	94%[activator]	31*
Cc1onc(-c2c(F)cccc2Cl)c1-c1nnc(-c2ccc(C(F)(F)F)cc2)o1	-4%	8.3µM*	-3	3%	8.3µM*	-1
O=C(C1=C[C@@H](c2ccccc2)C[C@@H](OCCCCO)O1)N1CCN(Cc2ccc3c(c2)OCO3)CC1	1%	u	-24	-23%	u	-3
O=C(Nc1nccs1)c1cc(-c2ccccc2)nc2ccccc12	-3%	3.3µM*	-4	1%	2.6µM*	-4
Nc1ccc(O)cc1C(=O)OCC(=O)c1ccc(C2CCCCC2)cc1	-15%	34%[activator]	145*	-4%	30%	61*
CCC1CCCCN1CCNC(=O)C1CCN(S(=O)(=O)c2c(C)noc2C)CC1 (stereo not drawn)	1%	u	1	-2%	x	-4
O=C(NC1CCCc2ccccc21)C1CCN(S(=O)(=O)c2ccccc2)CC1 (stereo not drawn)	7%	56%[activator]	-17	-2%	-11%	-1
COc1ccc(N2CCN(Cc3nc4c(c(=O)[nH]c(=O)n4C)n3Cc3cccc(Cl)c3)CC2)cc1	-11%	u	3	7%	u	-5
CSCCC(NS(=O)(=O)c1ccc(C)cc1)C(=O)N1CCCCCCC1 (stereo not drawn)	x	u	x	-5%	3%	x
Cc1nn(-c2cc(C(F)(F)F)ccn2)c(=O)o1	2%	21%	-4	8%	42%[activator]	1
C/C(=N\NC(=O)c1cc(-c2ccc(C)s2)[nH]n1)c1ccncc1	13%	16%	11	1%	u	4
CCCCNC(=S)NNC(=O)C12CC3CC(CC(C3)C1)C2	2%	24%	-18	0%	11%	2
CC1CCCCC1NC(=O)C1CCC(CNS(=O)(=O)c2ccc(F)cc2)CC1 (stereo not drawn)	8%	u	-1	2%	-16%[0.00184 µM]	-4
CC(C)(C)Nc1ncnc2sc(-c3ccccc3)cc12	-1%	u	29	-19%	-23%	11
C/C(=N\NC(=S)Nc1cc(S(=O)(=O)N2CCOCC2)ccc1Cl)c1ccccc1F	7%	-24%	75*	10%	77%[activator]	59*
CN(Cc1cccs1)C(=O)CSc1nc2ccccc2[nH]1	-4%	97%[activator]	123*	1%	32%[activator]	47*
COc1cccc(N2CCN(c3ncnc4c3[nH]c3ccccc34)CC2C)c1 (stereo not drawn)	-6%	u	10	1%	8.3µM*	-4
Other entries:
SMILES	FBPA Giardia inh	Pf growth 96h	Shiga inhibitor	Sm TGR block	Pf growth 48h	CHX counter
Cc1ccc(C)c(S(=O)(=O)Nc2ccc(C(=O)NCCCN3CCOCC3)cc2)c1	x	u	x	2%	u	x
Cc1ccc(-c2csc3ncnc(Nc4ccc(N5CCOCC5)cc4)c23)cc1	-5%	u	-4	-24%	u	-3
CCOC(=O)c1sc(Nc2nc(C)cc(OC)n2)nc1C	1%	-14%	22	0%	u	7
O=[N+]([O-])c1cc(CN2CCCC2)c2cccnc2c1O	18µM*	u	-4	-29%	9.3µM*	-4
Cc1ccnn1CC(=O)N/N=C/c1ccco1	-1%	32%[activator]	-7	0%	9%	-8
O=C(Cc1ccccc1)N1CCN(C(=O)c2ccc([N+](=O)[O-])cc2)CC1	1%	5%	13	x	-4%	1
Cc1cc(C(=O)COC(=O)c2n[nH]c(=O)c3ccccc23)c(C)n1C(C)C	x	61%[activator]	x	-3%	99%[activator]	x
Cc1cc(C)c(/C=C(\C#N)S(=O)(=O)c2ccccc2)[nH]1	3%	9%	-9	3%	46%[activator]	1
CCc1cccc(C)c1NC(=O)COC(=O)Cc1ccsc1	2%	-1%	-8	7%	-19%	6
CCOc1ccc(C(C(=O)NCC2CCCO2)N(C(=O)c2snc(C(N)=O)c2N)c2ccc(F)cc2)cc1 (stereo not drawn)	x	21%	-6	2%	u	-2
O=C(CSc1nc2cc(Cl)ccc2s1)NCc1ccc2c(c1)OCO2	4%	-5%	5	7%	0%	-5
Cc1c(C(=O)N2CCN(CCc3ccccc3)CC2)oc2ccccc12	13%	30%	-14	-4%	-1%	9
O=c1c(O)c(-c2cc(O)c(O)c(O)c2)oc2cc(O)ccc12	u	x	-4	x	x	7
CS(=O)(=O)N(CC(=O)N1CCCC1)c1cccc(Cl)c1Cl	5%	-12%	28	0%	11%	-5
Nc1c(C(=O)c2ccccc2)sc2nsc(SCCN3CCCC3)c12	1%	u	104*	40µM*	u	40*
CCCCOc1ccc(-c2nnn(C(C)(C)C(=O)OC)n2)cc1	-5%	x	57*	5%	16%	32*
Cc1cc(=O)nc2c3ccccc3n(C(C)C(=O)NCCC(C)C)n12 (stereo not drawn)	2%	u	1	0%	u	-2
COc1ccc(CC(=O)NCc2ccccc2)cc1	24%	u	-1	13%	15%	-2
O=[N+]([O-])c1ccccc1S(=O)(=O)N1CCSCC1	x	-4%	x	-22%	-20%	x
COc1ccc(Cl)cc1NS(=O)(=O)c1cccc(C(=O)NCC(c2ccco2)N(C)C)c1 (stereo not drawn)	x	7%	-13	13µM*	54%[activator]	10
Cc1[nH]ccc(=O)c1Cc1c(Cl)cccc1Cl	5%	u	-8	6%	16%	-2
CCN1/C(=C/C=C/c2oc3ccc4ccccc4c3[n+]2CC)Oc2ccc3ccccc3c21	-4%	57%[activator]	29	x	u	-3
O=C(CNC(=O)C12CC3CC(CC(C3)C1)C2)OCC(=O)N1CCCCC1	x	0%	x	u	37%[activator]	x
Cn1c(SCC(=O)N2CCN(S(=O)(=O)c3ccc(Cl)cc3)CC2)nc2ccccc21	-4%	10µM*	6	-16%	x	-2
COCCNC(=S)NN(c1ccccc1)c1ccccc1	-9%	u	5	-3%	u	6
(next part)
SMILES	FBPA Giardia inh	Pf growth 96h	Shiga inhibitor	Sm TGR block	Pf growth 48h	CHX counter
O=C(CSc1nnc(CNC(=O)c2ccccc2)o1)NCc1ccc2c(c1)OCO2	x	u	-4	-6%	9%	5
O=C(CCNC(=O)c1ccccc1Cl)NN1C(=O)NC2(CCCCC2)C1=O	x	1%	x	7%	-23%	x
CCc1nnc(NC(=O)CSc2ccc(Cl)cc2)s1	-21%	u	2	-12%	25%	0
COc1cccc(-c2cc(C(=O)N3CCN(C(=O)c4ccco4)CC3)on2)c1	x	u	3	-32%	3%	-3
COC(=O)c1sc2nc(-c3ccccc3)nc(N3CCN(C)CC3)c2c1C	0%	x	-12	1%	3.7µM*	1
CCCCn1c(NCc2ccccn2)nc2ccccc21	12%	u	27	-32%	u	13
CC(C)[C@H](NC(=O)C1CC(=O)N(c2ccc3c(c2)OCO3)C1)C(=O)NC1CCCC1 (stereo partly drawn)	u	22%	-14	-30%	22%	-4
CCN(CC)CCNc1ncnc2c1[nH]c1ccc(OC)cc12	6%	2%	-8	4%	4%	-2
COc1cccc(NC(=O)CN(C)C(=O)c2c(-c3c(F)cccc3Cl)noc2C)c1	x	u	x	-1%	u	x
COc1ccc(C(CNC(=O)COc2ccc(F)cc2Cl)N2CCOCC2)cc1 (stereo not drawn)	x	u	x	-10%	u	x
Cc1noc(C)c1CSCC(=O)N(CC(C)C)c1c(N)n(Cc2ccccc2)c(=O)[nH]c1=O	x	-33%	x	3%	u	x

Quoted at random: 2 entries already listed.
SMILES	FBPA Giardia inh	Pf growth 96h	Shiga inhibitor	Sm TGR block	Pf growth 48h	CHX counter
Cc1noc(C)c1CSCC(=O)N(CC(C)C)c1c(N)n(Cc2ccccc2)c(=O)[nH]c1=O	x	-33%	x	3%	u	x
COc1cccc(-c2cc(C(=O)N3CCN(C(=O)c4ccco4)CC3)on2)c1	x	u	3	-32%	3%	-3

Exported bar-delimited: part of the list above.
SMILES | FBPA Giardia inh | Pf growth 96h | Shiga inhibitor | Sm TGR block | Pf growth 48h | CHX counter
CS(=O)(=O)N(CC(=O)N1CCCC1)c1cccc(Cl)c1Cl | 5% | -12% | 28 | 0% | 11% | -5
Nc1c(C(=O)c2ccccc2)sc2nsc(SCCN3CCCC3)c12 | 1% | u | 104* | 40µM* | u | 40*
CCCCOc1ccc(-c2nnn(C(C)(C)C(=O)OC)n2)cc1 | -5% | x | 57* | 5% | 16% | 32*
Cc1cc(=O)nc2c3ccccc3n(C(C)C(=O)NCCC(C)C)n12 (stereo not drawn) | 2% | u | 1 | 0% | u | -2
COc1ccc(CC(=O)NCc2ccccc2)cc1 | 24% | u | -1 | 13% | 15% | -2
O=[N+]([O-])c1ccccc1S(=O)(=O)N1CCSCC1 | x | -4% | x | -22% | -20% | x
COc1ccc(Cl)cc1NS(=O)(=O)c1cccc(C(=O)NCC(c2ccco2)N(C)C)c1 (stereo not drawn) | x | 7% | -13 | 13µM* | 54%[activator] | 10
Cc1[nH]ccc(=O)c1Cc1c(Cl)cccc1Cl | 5% | u | -8 | 6% | 16% | -2
CCN1/C(=C/C=C/c2oc3ccc4ccccc4c3[n+]2CC)Oc2ccc3ccccc3c21 | -4% | 57%[activator] | 29 | x | u | -3
O=C(CNC(=O)C12CC3CC(CC(C3)C1)C2)OCC(=O)N1CCCCC1 | x | 0% | x | u | 37%[activator] | x
Cn1c(SCC(=O)N2CCN(S(=O)(=O)c3ccc(Cl)cc3)CC2)nc2ccccc21 | -4% | 10µM* | 6 | -16% | x | -2
COCCNC(=S)NN(c1ccccc1)c1ccccc1 | -9% | u | 5 | -3% | u | 6
O=C(CSc1nnc(CNC(=O)c2ccccc2)o1)NCc1ccc2c(c1)OCO2 | x | u | -4 | -6% | 9% | 5
O=C(CCNC(=O)c1ccccc1Cl)NN1C(=O)NC2(CCCCC2)C1=O | x | 1% | x | 7% | -23% | x
CCc1nnc(NC(=O)CSc2ccc(Cl)cc2)s1 | -21% | u | 2 | -12% | 25% | 0
COc1cccc(-c2cc(C(=O)N3CCN(C(=O)c4ccco4)CC3)on2)c1 | x | u | 3 | -32% | 3% | -3
COC(=O)c1sc2nc(-c3ccccc3)nc(N3CCN(C)CC3)c2c1C | 0% | x | -12 | 1% | 3.7µM* | 1
CCCCn1c(NCc2ccccn2)nc2ccccc21 | 12% | u | 27 | -32% | u | 13
CC(C)[C@H](NC(=O)C1CC(=O)N(c2ccc3c(c2)OCO3)C1)C(=O)NC1CCCC1 (stereo partly drawn) | u | 22% | -14 | -30% | 22% | -4
CCN(CC)CCNc1ncnc2c1[nH]c1ccc(OC)cc12 | 6% | 2% | -8 | 4% | 4% | -2
